OPRM1-OPRD1 ag = agonists of OPRM1-OPRD1 heterodimerization, primary screen, cell-based, luminescence; Mu-type opioid receptor (Homo sapiens) + Delta-type opioid receptor (Homo sapiens), …; cells; activation, % at 9.3 µM; 340,000 compounds, 0.3% hits; AID 504326, 2011; in the data active = activation above about 18%;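 note: 0% = vehicle-treated cells and 100% = reference agonist; values of inactives mirror those of a sister screen read the other way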
HTR5A inv ag = HTR5A inverse agonists in luminescence cell assay, primary screen, counter-screen for OPRM1-OPRD1 heterodimer inverse agonist project, full-deck HTS | 5-hydroxytryptamine receptor 5A (Homo sapiens), P47898 | HTR5A cell line, inverse agonism | inhibition, % at 9.3 µM | 340,000 compounds, 0.083% hits | AID 504634, 2011; in the data active = inhibition mostly above about 23%, no sharp cut-off; inactive = mostly below about 18%;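 note: 0% = cells with DMSO and 100% = no-cell wells with DMSO; some compounds called inactive have numbers as strong as hits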
Target sequence (P47898 whole entry, looked up): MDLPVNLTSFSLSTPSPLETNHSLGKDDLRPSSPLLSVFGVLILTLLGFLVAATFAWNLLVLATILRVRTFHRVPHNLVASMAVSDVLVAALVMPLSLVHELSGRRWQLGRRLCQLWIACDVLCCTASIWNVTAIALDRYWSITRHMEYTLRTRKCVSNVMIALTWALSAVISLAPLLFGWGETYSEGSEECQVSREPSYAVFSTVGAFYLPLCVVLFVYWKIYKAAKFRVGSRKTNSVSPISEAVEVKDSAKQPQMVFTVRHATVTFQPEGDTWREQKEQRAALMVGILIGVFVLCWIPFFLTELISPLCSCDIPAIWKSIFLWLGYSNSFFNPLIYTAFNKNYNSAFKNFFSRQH
Cardiac RTF inh = cardiac RTF calcium sensitivity inhibitors, primary screen, biochemical, IANBD-TnC fluorescence, EC70 calcium; IANBD-labeled cardiac RTF, Ca2+ fluorescence; inhibition, % at 7.15 µM; 340,000 compounds, 0.12% hits; AID 493244, 2011;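 active = inhibition above the mean inhibition of all tested compounds plus 3 SD, cut at about 17% in these data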;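 note: assay run at fixed EC70 calcium of 1.6 mM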
CAL-PDZ inh HTS = untagged CAL PDZ binding inhibitors, primary screen, biochemical, fluorescence polarization, HTS. purified CAL PDZ, TMR-peptide fluorescence polarization, 1 h. 300,000 compounds, 0.92% hits. inhibition, % at 24.9 µM;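 active = mean inhibition of at least 30% with at least half of replicates also reaching 30%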;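 note: 0% = DMSO neutral control and 100% = excess unlabeled competitor peptide PRC23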
C-LANA FP = inhibitors of KSHV C-LANA binding to DNA, primary screen, biochemical, fluorescence polarization, FAM-LBS DNA, MBP-C-LANA, single point; Kaposi's sarcoma herpesvirus LANA C-terminal domain (residues 932-1162) DNA binding; inhibition, % at 9 µM; 340,000 compounds, 0.078% hits;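 active = highest replicate inhibition at or above 60% at 9 µM, even if other replicates fall short; inactive = all replicates below 60% inhibition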;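 note: 0% = neutral control wells and 100% = 4 µM acridine orange control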
HTR5A ag ctr = HTR5A agonists in luminescence cell assay, primary screen, counter-screen for OPRM1-OPRD1 heterodimer agonist project, full-deck HTS; cell-based; 340,000 compounds, 0.61% hits; activation, % at 9.3 µM; 5-hydroxytryptamine receptor 5A (Homo sapiens), P47898; in the data active = activation mostly above about 9.5%, no sharp cut-off; inactive = mostly below about 7.6%;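 note: 0% = cells with vehicle only and 100% = reference agonist; strong numbers were not always called active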
V-ATPase pH = regulators of yeast V-ATPase proton pumping, primary screen, pHLuorin cytosolic pH fluorescence; AID 504577, 2011; 350,000 compounds, 0.37% hits; response, % at 10 µM; S. cerevisiae; in the data active = response mostly above about 7.3%, no sharp cut-off; inactive = mostly below about 5.4%; note: actives read high; inactives centre near 0; some compounds called inactive have numbers as strong as hits; reference of the scale not given here
Keap1-Nrf2 PPI = Keap1-Nrf2 protein-protein interaction inhibitors, primary screen, biochemical, fluorescence polarization, single point; 340,000 compounds, 0.15% hits; inhibition, % at 9.4 µM; Keap1 Kelch-Nrf2 peptide fluorescence polarization, 1536-well; Kelch-like ECH-associated protein 1 (Homo sapiens), Q14145; in the data active = inhibition above about 12%;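 note: human Keap1 Kelch domain with fluorescein labeled Nrf2 9mer peptide probe; 0% = neutral control wells and 100% = peptide positive control; higher means more block of Keap1 binding to Nrf2 peptide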
Target sequence (Q14145 whole entry, looked up, the tested form may be a part): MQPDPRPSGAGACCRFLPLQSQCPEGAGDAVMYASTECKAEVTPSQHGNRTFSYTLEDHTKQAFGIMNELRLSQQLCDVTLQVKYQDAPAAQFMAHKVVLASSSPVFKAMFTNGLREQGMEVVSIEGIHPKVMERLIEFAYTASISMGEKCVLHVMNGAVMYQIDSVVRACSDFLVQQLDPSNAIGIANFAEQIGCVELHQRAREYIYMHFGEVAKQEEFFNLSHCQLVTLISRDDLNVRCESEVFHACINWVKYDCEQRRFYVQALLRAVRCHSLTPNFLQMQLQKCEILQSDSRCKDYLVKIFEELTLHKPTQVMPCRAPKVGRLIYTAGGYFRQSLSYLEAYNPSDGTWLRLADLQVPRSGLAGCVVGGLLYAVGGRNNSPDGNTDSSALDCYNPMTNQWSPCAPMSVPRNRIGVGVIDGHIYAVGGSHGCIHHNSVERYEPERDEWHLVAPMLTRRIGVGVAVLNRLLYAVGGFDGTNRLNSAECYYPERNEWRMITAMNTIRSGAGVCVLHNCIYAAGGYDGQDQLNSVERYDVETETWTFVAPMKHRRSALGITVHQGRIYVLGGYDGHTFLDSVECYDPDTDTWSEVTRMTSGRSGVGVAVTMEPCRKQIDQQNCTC
OPRM1-OPRD1 inv = inverse agonists of MOR-DOR heterodimerization, primary screen, cell-based, luminescence; Mu-type opioid receptor (Homo sapiens) + Delta-type opioid receptor (Homo sapiens), …; cell-based MOR-DOR heterodimer luminescence, inverse agonism; inhibition, % at 9.3 µM; 340,000 compounds, 0.21% hits; AID 504357, 2011; in the data active = inhibition above about 22%, passing the limit was not always enough;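 note: 0% = cells with DMSO and 100% = wells without cells with DMSO; values of inactives mirror those of a sister screen read the other way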
cardiac RTF act = cardiac RTF calcium sensitivity activators, primary screen, biochemical, IANBD-TnC fluorescence, EC20 calcium | IANBD-labeled TnC RTF fluorescence at EC20 calcium; 0% EC20 calcium, 100% full calcium | activation, % at 7.2 µM | 340,000 compounds, 0.24% hits | AID 493008, 2010;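 active = activation above the mean over all tested compounds plus 3 SD, cut at about 30% in these data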;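 note: rise in fluorescence read as greater calcium sensitivity of cardiac thin filaments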
* hit, by the source's call; · = no result given.

#	SMILES	OPRM1-OPRD1 ag	HTR5A inv ag	Cardiac RTF inh	CAL-PDZ inh HTS	C-LANA FP	HTR5A ag ctr	V-ATPase pH	Keap1-Nrf2 PPI	OPRM1-OPRD1 inv	cardiac RTF act
1	Cc1ccc(CC(=O)OCCNC(=O)c2cccnc2)cc1	0.4	-3	3	-4	-0.5	1	1	3	-3	1
2	CN1C(=O)C(CC(=O)NCCc2ccccc2)N(NC(=O)c2ccc(Cl)cc2)C1=S (stereo unspecified)	-2.9	-11	0	-7	1.9	-5	-1	2	14	-4
3	CCCCn1c(SCc2nnc(-c3ccccc3)o2)nc2c1c(=O)n(C)c(=O)n2C	-0.4	-23	-6	·	-0.8	0	-4	-3	2	5
4	COc1ccc(COC(=O)c2cc(S(=O)(=O)N3CCCCC3)ccc2N2CCOCC2)cc1	0.8	8	0	-1	-1.1	-3	-1	-1	-5	-2
5	Oc1ccccc1/C=N/n1cnn(Cc2ccccc2Cl)c1=S	1.9	26	-20	-5	1.9	0	-6	-3	-13	-6
6	O=C(NC1CCCC1)c1ccc(CNc2c(N3CCOCC3)c(=O)c2=O)cc1	-2.3	-11	0	·	-0.8	4	-1	-2	12	-6
7	COc1ccc(-c2oc(/N=C/N3CCOCC3)c(C#N)c2-c2ccc(OC)cc2)cc1	-0.2	10	4	1	1.2	4	4	-2	1	0
8	Cc1cccc(NC(=O)c2sc3nc(N)c(C#N)cc3c2N)c1	-1.2	3	2	-3	-1.1	4	-2	-3	6	0
9	CC(C)[C@H](NC(=O)OCc1ccccc1)C(=O)N[C@@H](Cc1c[nH]c2ccccc12)C(=O)O	-3.9	-2	4	1	0.9	1	-2	-6	23	8
10	CC(=O)c1cccc(N2C(=NC(=O)C3CCCCC3)SC3CS(=O)(=O)CC32)c1 (stereo unspecified)	-1.4	0	-9	1	-1.1	0	7	1	7	2
11	CC(=O)N(c1nc(CCl)cs1)c1ccc(C)cc1C	-3.7	-13	4	-5	-0.2	-3	1	-1	20	-8
12	COc1ccc2oc(=O)c(C(=O)NCc3ccco3)cc2c1	-1.1	4	-6	2	0.1	-1	3	-3	6	1
13	COc1ccc2cc(CCNC(=O)c3ccco3)c(=O)[nH]c2c1	-0.5	8	1	2	-0.3	4	5	-4	2	2
14	N#Cc1nc(-c2ccc(OCc3ccccc3)cc2)oc1N1CCC(C(N)=O)CC1	-2.8	-11	-1	-2	-0.6	4	5	-2	16	-5
15	CCN(CC)c1ccc(/C=N/NC(=O)CNC(=O)c2cccs2)cc1	0.6	-1	4	-1	-1.2	0	1	-1	-3	-2
16	CCS(=O)(=O)NCCc1csc(C)n1	-1.2	-10	-11	-2	-0.5	-2	-4	-2	7	-1
17	O=C1NN(c2ccccc2)C(=O)/C1=C/c1ccc(-c2ccc(C(=O)O)cc2)o1	-1.8	3	-2	-5	28	-1	-3	2	8	-2
18	CC(NC(=O)c1cc(COc2c(F)cccc2F)on1)c1cnn(-c2ccccc2)c1 (stereo unspecified)	1.3	-4	-2	-3	0.5	0	-3	-2	-9	-1
19	COCCNC(=S)Nc1cc(S(=O)(=O)N2CCOCC2)ccc1N1CCCCC1	-1.9	0	-7	-2	0.3	0	-1	-4	9	4
20	COc1cc(N(C)C)c([N+](=O)[O-])cc1C(=O)NC(C)CNc1ccc([N+](=O)[O-])cc1Cl (stereo unspecified)	-1.1	-6	-11	3	0.1	0	-2	-4	7	0
21	Cc1ccc(CNC(=O)CC(C)S(=O)(=O)c2ccc3c(c2)NC(=O)C(C)S3)cc1 (stereo unspecified)	0.6	-3	-9	-1	1.5	6	3	-9	-3	3
22	CC(C)NC(=O)NC(=O)COC(=O)C1(C)CC1(Cl)Cl (stereo unspecified)	1.5	-10	0	-3	0.9	3	-1	-2	-7	2
23	CC(c1ccco1)N(C(=O)Nc1ccccc1)C1CCCCC1 (stereo unspecified)	-2.3	-10	6	0	-2.2	-3	-3	-2	13	-5
24	CCOC(=O)C(NC(=O)c1ccccc1)(N1CCOCC1)C(F)(F)F (stereo unspecified)	-2.2	19	3	1	2.6	0	3	1	9	-8
25	CC(C)(C)N1NC(=O)Nc2ccccc2C1=O	-2.3	11	10	-3	1.0	2	3	0	12	-3
26	Cc1ccc(OCC(=O)Nc2cccc(S(=O)(=O)NC3=NCCCCC3)c2)cc1C	-1.3	-18	-8	-3	-1.0	2	3	-1	7	-1
27	CCC(C)[C@H](NC(=O)c1cc2cc(Cl)ccc2n1C)C(=O)N1CCC[C@H]1C(=O)O (stereo partly specified)	-2.5	18	-1	2	0.6	0	0	-8	12	3
28	CNc1ccccc1	-2.8	4	-3	2	-1.5	-1	2	-8	15	-6
29	CN1CCN(NC(=O)c2ccc(S(=O)(=O)N3CCCCCC3)cc2)CC1	-3.3	-3	5	3	-0.3	1	-3	-2	17	7
30	CCC(=O)N(CC)Cc1cc(=O)[nH]c2ccccc12	-1.4	34	-16	5	-0.2	-1	3	2	7	-1
31	CC1(C)CCC(=O)C=C1Nc1ccc(F)c(Cl)c1	-1.3	-2	-3	·	-0.8	-2	-1	-3	6	-2
32	CC(C)NS(=O)(=O)c1ccc2c(c1)NCC2	-2.1	21	12	0	-1.0	-5	4	-2	11	4
33	O=C(Nc1cc(C(F)(F)F)ccc1N1CCOCC1)c1cccnc1Cl	-1.6	-21	4	0	-1.7	8	4	-7	9	-2
34	Cc1ccc(C)c(NC(=S)N2CCC(NC(=O)c3cccc(F)c3)CC2)c1	-2.1	-5	-6	-5	0.3	2	-1	6	12	4
35	CC1CCCC(NC(=O)Cn2cc(C(F)(F)F)cc(Cl)c2=O)C1C (stereo unspecified)	-2.9	-8	3	-6	0.1	3	2	2	12	1
36	Cc1cc(C)c(C#N)c(N2CCN(S(=O)(=O)Cc3ccccc3)CC2)n1	0.5	-8	4	-3	-0.6	0	-4	-1	-1	-3
37	COc1ccc(NC(=O)Cn2c(=O)n(-c3ccccc3)c(=O)c3oc4ccccc4c32)c(OC)c1	-2.4	-3	-40	-6	0.7	0	2	-1	12	-3
38	COc1ccc2[nH]c(O)c(N=O)c2c1	-3.3	18	0	-2	-1.2	2	-10	-1	16	-1
39	O=C(Cn1ncc2c3ccccc3n(Cc3ccccc3)c2c1=O)N1CCN(c2ncccn2)CC1	0.0	-19	4	·	-0.8	7	0	-4	0	2
40	CC(Sc1nc(-c2ccccc2)cc(C(F)(F)F)n1)C(=O)Nc1sc2c(c1C#N)CCC2 (stereo unspecified)	-0.2	3	-7	·	0.3	-3	1	-5	1	4

Profiles as entered above. Screens in order: OPRM1-OPRD1 ag	HTR5A inv ag	Cardiac RTF inh	CAL-PDZ inh HTS	C-LANA FP	HTR5A ag ctr	V-ATPase pH	Keap1-Nrf2 PPI	OPRM1-OPRD1 inv	cardiac RTF act
Cc1cc(C)c(C#N)c(N2CCN(S(=O)(=O)Cc3ccccc3)CC2)n1 as listed: 0.5	-8	4	-3	-0.6	0	-4	-1	-1	-3
CC1(C)CCC(=O)C=C1Nc1ccc(F)c(Cl)c1 as listed: -1.3	-2	-3	·	-0.8	-2	-1	-3	6	-2
CCC(C)[C@H](NC(=O)c1cc2cc(Cl)ccc2n1C)C(=O)N1CCC[C@H]1C(=O)O (stereo partly specified) as listed: -2.5	18	-1	2	0.6	0	0	-8	12	3
CC1CCCC(NC(=O)Cn2cc(C(F)(F)F)cc(Cl)c2=O)C1C (stereo unspecified) as listed: -2.9	-8	3	-6	0.1	3	2	2	12	1

The results go on.
#	SMILES	OPRM1-OPRD1 ag	HTR5A inv ag	Cardiac RTF inh	CAL-PDZ inh HTS	C-LANA FP	HTR5A ag ctr	V-ATPase pH	Keap1-Nrf2 PPI	OPRM1-OPRD1 inv	cardiac RTF act
41	COCCN(C(=O)COC(=O)C(c1ccccc1)c1ccccc1)c1c(N)n(Cc2ccccc2)c(=O)[nH]c1=O	-3.3	9	-14	·	-1.1	-1	4	1	16	-11
42	COc1ccc(C2C([N+](=O)[O-])=C(C)N(C)C(=O)N2C)cc1OC (stereo unspecified)	-3.1	6	-5	-1	-0.7	-2	-2	-3	16	4
43	COc1ccccc1NS(=O)(=O)c1cccc(N2CC(O)=C(c3ccccc3)C2=N)c1	-1.7	-14	-11	-2	0.3	-1	2	-8	12	2
44	CCOc1ccc(-n2c(N)c(-c3nc4ccccc4[nH]3)sc2=S)cc1	9.1	3	-29	2	0.0	5	0	4	-54	5
45	Cc1ccc(Nc2nnc(SCC(O)=C(C#N)c3nc4ccccc4[nH]3)s2)c(C)c1	-1.9	17	-6	-3	-2.1	-4	-15	-4	9	8
46	Cc1ccc(C)c(Sc2ccc(S(=O)(=O)Nc3ccc(C(=O)O)cc3)cc2)c1	0.1	-32	-5	-4	-1.5	13	2	-4	0	-3
47	O=C(O)C1C2CCC(C2)C1C(=O)N1CCCC1 (stereo unspecified)	0.0	-2	-5	·	0.0	-1	-3	-6	0	10
48	O=C(CSc1nnc(Cc2ccccc2)n1-c1cccc(Cl)c1)NNC(=O)Cc1ccccc1	-2.4	-5	-4	1	-1.1	-2	-1	-3	11	-1
49	CN(C(=O)COC(=O)c1ccccc1Nc1ccccc1)c1c(N)n(Cc2ccccc2)c(=O)[nH]c1=O	1.7	-28	-5	-3	-0.3	5	1	-7	-11	-4
50	CCN1CCN(c2ccc(N=Cc3ccccc3O)cc2)CC1	-0.2	10	1	3	-5.4	6	-5	0	1	3
51	COCCN(C(=O)COC(=O)CCc1ccccc1OC)c1c(N)n(Cc2ccccc2)c(=O)[nH]c1=O	-0.8	11	3	-1	0.7	-3	1	-7	5	9

Random excerpt: 5 records from the list.
#	SMILES	OPRM1-OPRD1 ag	HTR5A inv ag	Cardiac RTF inh	CAL-PDZ inh HTS	C-LANA FP	HTR5A ag ctr	V-ATPase pH	Keap1-Nrf2 PPI	OPRM1-OPRD1 inv	cardiac RTF act
2	CN1C(=O)C(CC(=O)NCCc2ccccc2)N(NC(=O)c2ccc(Cl)cc2)C1=S (stereo unspecified)	-2.9	-11	0	-7	1.9	-5	-1	2	14	-4
7	COc1ccc(-c2oc(/N=C/N3CCOCC3)c(C#N)c2-c2ccc(OC)cc2)cc1	-0.2	10	4	1	1.2	4	4	-2	1	0
29	CN1CCN(NC(=O)c2ccc(S(=O)(=O)N3CCCCCC3)cc2)CC1	-3.3	-3	5	3	-0.3	1	-3	-2	17	7
32	CC(C)NS(=O)(=O)c1ccc2c(c1)NCC2	-2.1	21	12	0	-1.0	-5	4	-2	11	4
48	O=C(CSc1nnc(Cc2ccccc2)n1-c1cccc(Cl)c1)NNC(=O)Cc1ccccc1	-2.4	-5	-4	1	-1.1	-2	-1	-3	11	-1

Screening results deposited in PubChem BioAssay by several laboratories.

Rows are unselected; overall some 2.8% were active at least once.
